# MEKK2mut PB1 HTS = signal of MEK5 binding to mutant human MEKK2 PB1 domain. bead flow cytometry, Alexa488-MEK5 binding to MEKK2 mutant. percent response, % at 10 µM. hit rate 0.35% among 290,000. AID 1530; in the data active means percent response above about 24%, passing the limit was not always enough; further: inactives centre near 1; some results filed as inactive read as strong as hits
# FID counter = displaces DNA intercalator in HCV helicase counter-screen; hit rate 0.17% among 290,000; inhibition, % at 7.9 µM; AID 1845; DNA fluorescent intercalator displacement, fluorescence; in the data active means inhibition above about 37%;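 further: 0% = vehicle and 100% = reference compound; higher means more ethidium bromide displaced from hairpin DNA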
# VIM-2 inh = blocks Pseudomonas aeruginosa VIM-2 metallo-beta-lactamase. AID 1527. hit rate 0.89% among 290,000. purified VIM-2, nitrocefin hydrolysis, epi-absorbance fluorescence. inhibition, % at 5.6 µM;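 active means inhibition above the mean of all tested compounds plus 3 SD, cutoff set per screening run, cut at about 7.5% in these data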;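 further: red hydrolysis product quenches plate fluorescence so inhibitors raise well fluorescence; 0% = enzyme with DMSO and 100% = DMSO without enzyme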
# NALP1 inh = NALP1 inhibition. AID 2071. inhibition, % at 10 µM. hit rate 0.61% among 280,000. S. cerevisiae NALP1/ASC/caspase-1 growth, X-gal OD620, 72 h; in the data active means inhibition mostly above about 24%, no sharp cut-off; inactive means mostly below about 32%; further: some compounds called inactive have numbers as strong as hits
# MEKK2 WT-MEK5 = raises or lowers MEK5 binding to wildtype human MEKK2 PB1 domain; Q9Y2U5; bead flow cytometry, Alexa488-MEK5 binding to MEKK2 WT; actives lie on both sides; binding response (% of control), % at 10 µM; hit rate 1.1% among 290,000; in the data active means binding response below about 67% or above about 130%
# NS3 helicase inh = inhibitors of Hepatitis C virus NS3 helicase; inhibition, % at 10.9 µM; hit rate 0.56% among 290,000; AID 1800; NS3 helicase DNA unwinding, Cy5 molecular beacon fluorescence;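 active means inhibition above the mean of all tested compounds plus 3 SD, set per campaign, cut at about 35% in these data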;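 further: 0% = DMSO wells and 100% = thioflavine S control wells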
#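 Material: hepatitis C virus NS3 helicase domain fragment enzyme; measured by: Cy5 fluorescence, 0 and 60 min reads; control set: DMSO and thioflavine S; incubation: 60 min unwinding reaction at 25 °C after ATP addition; read-out basis: % inhibition from 60/0 min fluorescence ratio, DMSO 0%, thioflavine S 100%; repeats: singlicate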
# IMP-1 inhibitor = inhibitors of Pseudomonas aeruginosa IMP-1 metallo-beta-lactamase | AID 1556 | hit rate 0.45% among 290,000 | inhibition, % at 5.6 µM | purified IMP-1, nitrocefin hydrolysis, epi-absorbance fluorescence;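 active means inhibition above the mean plus 3 SD of all compounds in the same screening run, cut at about 4.5% in these data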;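 further: 0% = IMP-1 with DMSO and 100% = DMSO wells lacking enzyme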
#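 System: purified IMP-1; amount: IMP-1 0.2 nM before substrate addition; compound: single dose, 5.6 µM; times: 25 °C, 15 min preincubation, 25 min reaction; signal: Epi-absorbance via hydrolysed-nitrocefin quenching of white-plate fluorescence, 480/530 nm, EDTA stop; benchmarks: DMSO with and without IMP-1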
# UBC9 SUMO inh = blocks human SUMOylation mediated by UBC9; hit rate 0.36% among 290,000; HTRF SUMOylation assay, SAE1/SAE2 + UBC9, in vitro; AID 2006; inhibition, % at 35 µM; in the data active means inhibition above about 50%, passing the limit was not always enough; further: strong numbers were not always called active
# Target sequence (P63279 whole entry, looked up): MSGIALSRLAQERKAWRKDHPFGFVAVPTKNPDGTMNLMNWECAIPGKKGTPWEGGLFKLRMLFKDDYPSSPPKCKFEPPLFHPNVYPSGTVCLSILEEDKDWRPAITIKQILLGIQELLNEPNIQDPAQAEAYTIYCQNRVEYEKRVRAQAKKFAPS
# M18AAP inhibitor = blocks P. falciparum M18 aspartyl aminopeptidase. recombinant PfM18AAP, H-Glu-NHMec fluorogenic cleavage. inhibition, % at 7.35 µM. hit rate 1.2% among 290,000. AID 1822;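 active means inhibition above the campaign mean inhibition over all tested compounds plus 3 SD, cut at about 28% in these data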;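 further: 0% = plate median of test compound wells and 100% = 2 mM ZnCl2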
# The depositor's hits bear a star; nt = not tested or not shown.
Compound,MEKK2mut PB1 HTS,FID counter,VIM-2 inh,NALP1 inh,MEKK2 WT-MEK5,NS3 helicase inh,IMP-1 inhibitor,UBC9 SUMO inh,M18AAP inhibitor
Cc1ccc(NC(=O)COC(=O)Cn2nc(C)c([N+](=O)[O-])c2C)c([N+](=O)[O-])c1,-2,3,-0.9,14,96,-3,-3.9,17,-8
CCC(C)c1ccc(Nc2ncccc2C#N)cc1 (stereo not drawn),11,-11,-1.4,-1,109,-2,-2.6,7,-4
Cc1cccc(C)c1OCCSc1nc2ccccc2n1CC(=O)O,1,-36,-0.7,9,103,2,-0.8,5,-3
CN(C)c1cc[n+](CC(=O)c2cccs2)cc1,4,-4,-1.2,12,103,25,-5.0,-2,2
COC(=O)CSc1ncc(OC)c(OC)n1,-1,2,-1.2,-6,100,13,-1.9,12,1
NC(=S)N/N=C1\CC(c2ccc3c(c2)OCCO3)Oc2ccc(F)cc21 (stereo not drawn),-12,-18,-3.4,21,94,5,-1.3,20,-4
O=C(NCC(=O)N1CCCC1)c1ccccc1F,11,-3,-3.6,16,104,-9,-3.1,0,-2
C/C(=N\Nc1nnc(-c2ccccc2)c(-c2ccccc2)n1)c1cccc([N+](=O)[O-])c1,4,-1,-3.6,16,100,-1,-3.5,20,9
O=[N+]([O-])c1cc([N+](=O)[O-])c(Oc2ccc(Br)cc2Br)cc1NN1CCCCC1,-2,-6,-3.3,0,98,16,-3.5,-1,-3
Cc1ccc(-n2c(C)cc(C(=O)CN3CCCCC3)c2C)cc1,-2,12,-2.4,31,95,3,-0.9,2,-1
Cc1csc(NC(=O)CSc2sc3c(O)cc(=O)[nH]c3c2C#N)n1,0,-10,-2.3,-7,99,22,-1.9,17,17
CNC(=O)c1c(NC(=O)C(C)C)sc2c1CCC2,-6,-3,1.1,nt,79,-2,-1.5,-23,-6
CN(C(=O)COC(=O)c1n[nH]c2ccccc12)c1ccccc1,-6,-26,0.8,7,94,4,0.2,12,-13
O=C(OCn1nnc2ccccc2c1=O)c1ccco1,8,-3,0.1,28,115,-5,-4.5,14,0
COC(=O)COc1cc2ccccc2cc1C(=O)Nc1ccccc1,0,-3,-2.4,12,97,0,-1.1,-24,-4
S=C(NCc1ccc(Cl)cc1)Nc1ccccc1Cl,4,-2,-3.2,19,111,-7,-3.6,-21,5

# Gathered by group, those above with an NH in an aromatic ring
Compound,MEKK2mut PB1 HTS,FID counter,VIM-2 inh,NALP1 inh,MEKK2 WT-MEK5,NS3 helicase inh,IMP-1 inhibitor,UBC9 SUMO inh,M18AAP inhibitor
Cc1csc(NC(=O)CSc2sc3c(O)cc(=O)[nH]c3c2C#N)n1,0,-10,-2.3,-7,99,22,-1.9,17,17
CN(C(=O)COC(=O)c1n[nH]c2ccccc12)c1ccccc1,-6,-26,0.8,7,94,4,0.2,12,-13

# Some of the entries so far, with values under each structure:
# Sequence of screens: MEKK2mut PB1 HTS | FID counter | VIM-2 inh | NALP1 inh | MEKK2 WT-MEK5 | NS3 helicase inh | IMP-1 inhibitor | UBC9 SUMO inh | M18AAP inhibitor
O=C(NCC(=O)N1CCCC1)c1ccccc1F
→ 11 | -3 | -3.6 | 16 | 104 | -9 | -3.1 | 0 | -2
CN(C)c1cc[n+](CC(=O)c2cccs2)cc1
→ 4 | -4 | -1.2 | 12 | 103 | 25 | -5.0 | -2 | 2
CCC(C)c1ccc(Nc2ncccc2C#N)cc1 (stereo not drawn)
→ 11 | -11 | -1.4 | -1 | 109 | -2 | -2.6 | 7 | -4
NC(=S)N/N=C1\CC(c2ccc3c(c2)OCCO3)Oc2ccc(F)cc21 (stereo not drawn)
→ -12 | -18 | -3.4 | 21 | 94 | 5 | -1.3 | 20 | -4
COC(=O)COc1cc2ccccc2cc1C(=O)Nc1ccccc1
→ 0 | -3 | -2.4 | 12 | 97 | 0 | -1.1 | -24 | -4

# The listing continues.
Compound,MEKK2mut PB1 HTS,FID counter,VIM-2 inh,NALP1 inh,MEKK2 WT-MEK5,NS3 helicase inh,IMP-1 inhibitor,UBC9 SUMO inh,M18AAP inhibitor
CC(C)COc1ccccc1C(=O)NC(CO)C(=O)O (stereo not drawn),-5,-2,-1.0,19,94,-2,-1.7,16,2
c1ccc(OCc2nn3c(-c4cccnc4)nnc3s2)cc1,3,-6,-0.3,15,101,-2,-2.1,12,-9
Cc1cc(C(=O)NNC(=O)Nc2ccc(Cl)cc2)no1,1,-8,-3.2,nt,107,2,-3.4,-5,3
CCC(C)N(NC(C)=O)c1nc(Cl)nc(NC(C)(C)C)n1 (stereo not drawn),-3,-11,-2.8,-4,101,0,-4.2,-8,-5
COCCN(CCOC)S(=O)(=O)c1ccc(C(=O)Nc2c(C)n(C)n(-c3ccccc3)c2=O)cc1,13,-8,-2.4,-9,104,6,-2.4,5,4
CC1(C)CC(NS(=O)(=O)c2ccc(S(=O)(=O)N3CCOCC3)cc2)CCO1 (stereo not drawn),0,-9,-2.6,-2,102,-11,-2.9,-16,5
COc1ccc(C2SCCN2C(=S)Nc2ccc(F)cc2)cc1 (stereo not drawn),14,1,-0.9,27,120,-1,-0.5,22,1
COc1cnc(-c2ccccn2)nc1Sc1ccc(F)cc1,-5,-22,3.1,0,95,0,-2.4,-6,-5
COc1ccccc1N(C)S(=O)(=O)c1ccc(C(=O)NC(C)c2ccccc2)cc1 (stereo not drawn),-22,-31,-1.3,nt,85,-14,-2.3,15,-11
O=C(NNC(=O)C1[C@H]2CCCC[C@@H]12)Nc1cccc2ccccc12 (stereo partly drawn),-1,-13,-5.5,0,98,-1,-3.0,8,14
COc1cc2c(cc1NC(=O)COC(=O)CNC(=O)c1ccccc1)oc1ccccc12,4,-5,-0.9,-6,110,-9,-1.6,8,0
Cc1c(C(=O)NCc2ccc3c(c2)OCO3)oc2ccc(S(=O)(=O)N3CCCCCC3)cc12,4,-4,0.9,nt,116,-8,-2.4,-16,2
COc1ccc(-c2cc(C(=O)N/N=C(\C)c3ccco3)c3ccccc3n2)c(OC)c1,5,-36,-1.5,9,104,11,-2.1,6,10
Clc1ccc(CNCc2cccs2)c(Cl)c1,-1,4,-1.5,23,109,2,-3.1,8,7
COC(=O)c1ccc(N2CN=C(c3ccc(C)cc3)NC2=S)cc1,1,-2,-2.0,23,104,-5,0.9,1,13
CCC1(COC(NC(=O)c2cccnc2)(C(F)(F)F)C(F)(F)F)COC1,10,-9,-1.1,4,109,-3,-3.1,7,-5

# In the list so far, these contain a COOH group:
Compound,MEKK2mut PB1 HTS,FID counter,VIM-2 inh,NALP1 inh,MEKK2 WT-MEK5,NS3 helicase inh,IMP-1 inhibitor,UBC9 SUMO inh,M18AAP inhibitor
Cc1cccc(C)c1OCCSc1nc2ccccc2n1CC(=O)O,1,-36,-0.7,9,103,2,-0.8,5,-3
CC(C)COc1ccccc1C(=O)NC(CO)C(=O)O (stereo not drawn),-5,-2,-1.0,19,94,-2,-1.7,16,2

# Next compounds
Compound,MEKK2mut PB1 HTS,FID counter,VIM-2 inh,NALP1 inh,MEKK2 WT-MEK5,NS3 helicase inh,IMP-1 inhibitor,UBC9 SUMO inh,M18AAP inhibitor
Cc1ccc(CSc2nnc(CCCCCNC(=O)OC(C)(C)C)o2)cc1,6,-44,-3.1,9,101,-1,-3.5,8,2
Cc1nn(C)cc1/C=C/C(=O)c1ccc(O)cc1,-3,3,-1.5,8,94,1,-1.7,-8,3
COCCNC(=O)CN1C(=O)NC2(CCCc3cc(OC)ccc32)C1=O (stereo not drawn),11,-4,-1.5,-12,109,3,-3.0,6,1
Cc1ccc(C2(C)NC(=O)N(CC(=O)NC(=O)NC(C)C)C2=O)cc1 (stereo not drawn),6,-21,-1.2,16,107,2,-3.6,8,4
O=C(NCc1ccc2c(c1)OCO2)Oc1ccccc1,6,1,-3.6,2,106,1,-1.1,18,-4
O=C(C1CCCN(S(=O)(=O)c2cccc3cccnc23)C1)N1CCN(c2ccccc2F)CC1 (stereo not drawn),0,-34,-0.9,-14,100,0,-6.1,18,3
COc1ccc(C(=O)N(CCN2CCOCC2)CC(=O)NC2CCCC2)cc1OC,6,5,-3.2,31,102,3,-3.4,5,0
COC(=O)c1ccc(Oc2nc(NC(C)C)nc(N(C)C)n2)cc1,-1,-1,-1.9,-4,94,-3,-3.6,-4,3
CN1CCN(S(=O)(=O)c2ccc(NC(=O)c3ccc(Br)o3)cc2)CC1,-9,4,-1.8,-1,51,-4,-1.2,5,0
CCc1ccc(OCC(=O)Nc2ccc3oc(=O)ccc3c2)cc1,0,-23,-1.3,3,98,-1,-1.0,14,-1
O=C1Nc2ccccc2C1C(C[N+](=O)[O-])c1ccccc1 (stereo not drawn),1,-4,-1.3,25,105,-8,-0.4,2,0
CCc1ccc(C(CNc2nc(C(F)(F)F)nc3ccccc23)N(C)C)cc1 (stereo not drawn),0,40*,-0.5,28,111,-50,-2.8,-15,3
COc1ccc(CN2CCCC(C(=O)N3CCCCC3)C2)cc1 (stereo not drawn),5,3,-0.9,6,103,11,-0.5,0,-5
Cc1cc(OC(=O)C2CC2)c([N+](=O)[O-])c(=O)[nH]1,3,2,-3.5,0,100,-6,-2.4,-10,-6
COc1ccc(C(=O)CCC(=O)N2CCN(c3cccc(Cl)c3)CC2)cc1,5,-42,-0.3,25,101,-7,-0.9,-5,12
CC1(C)Cc2c(cnn2-c2ccc(F)cc2)C(NC(=O)Cn2cncn2)C1 (stereo not drawn),13,-14,-3.3,6,109,-5,-4.1,3,2
O=C(Cn1nnc(-c2cccs2)n1)N1c2ccccc2Sc2ccc(C(F)(F)F)cc21,4,-11,-1.4,nt,96,-3,-0.4,nt,8
CC(=O)Nc1ccc(Nc2ccc(S(=O)(=O)C(F)(F)F)cc2[N+](=O)[O-])cc1,-4,5,-2.0,14,98,8,-2.7,8,-3
Cc1ccc2c(c1)S/C(=C/c1ccc[n+](CCO)c1)N2C,-2,2,-0.3,5,98,-6,-0.3,15,10

# Taken from the results shown for reference:
Compound,MEKK2mut PB1 HTS,FID counter,VIM-2 inh,NALP1 inh,MEKK2 WT-MEK5,NS3 helicase inh,IMP-1 inhibitor,UBC9 SUMO inh,M18AAP inhibitor
CCc1ccc(OCC(=O)Nc2ccc3oc(=O)ccc3c2)cc1,0,-23,-1.3,3,98,-1,-1.0,14,-1
O=C1Nc2ccccc2C1C(C[N+](=O)[O-])c1ccccc1 (stereo not drawn),1,-4,-1.3,25,105,-8,-0.4,2,0

# Screening results deposited in PubChem BioAssay by several laboratories.
